Bioassay records (PubChem BioAssay)
KLF5 inhibitor = kruppel-like factor 5 inhibition; AID 1700; 0.23% of 290,000 active; DLD-1 KLF5 promoter-luciferase reporter, luminescence; inhibition, % at 5 µM;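 active = inhibition above a per-plate limit of that plate's mean compound inhibition plus 3 SD, cut at about 60% in these data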;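 also: 0% = DMSO wells and 100% = LY294002 at 200 µM; higher means less KLF5 promoter-driven luciferase light; inactives centre near -14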
HSP90 refold inh = HSP90 refolding inhibition in rabbit reticulocyte lysate; luciferase refolding luminescence, 3 h; inhibition, % at 5.6 µM; 0.91% of 290,000 active;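 active = inhibition above the screen-wide mean plus 3 SD, computed separately per campaign, cut at about 16% in these data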;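 also: 0% = DMSO wells and 100% = 60 µM geldanamycin wells; inhibitors lower the luminescence because luciferase stays unfolded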
DYRK1A inh = Dyrk1A (rat) kinase inhibition; Q63470; ADP-Glo luminescence, NFATc1 peptide; inhibition, % at 12.5 µM; 0.43% of 310,000 active; AID 504441; in the data active = inhibition above about 50%;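 also: plate controls were vehicle with enzyme for no effect and no enzyme for full effect; many of its hits are not listed in these tables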
HSF1 inhib = HSF1 inhibition. NIH3T3-HGL HSE-luciferase, MG132-induced, luminescence 8 h; hits give low values. activity change, negative = inhibition, % at 7.5 µM (by protocol). 0.77% of 300,000 active;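 active = more than half of replicate wells show activity change below -50%, luminescence cut by over half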;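 also: luciferase reports HSF-1 transcriptional activity via heat shock element; 0% = median of DMSO wells and -100% = zero luminescence signal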
aSyn 5UTR inh = MLPCN primary screen, SNCA 5' untranslated region; alpha-synuclein 5'UTR reporter, inhibitor activity; inhibition, % (tested at 7.5 µM); 0.82% of 300,000 active; in the data active = inhibition above about 60%;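 also: H4 neuroglioblastoma cells stably carrying SNCA 5'UTR luciferase fusion; 0% = DMSO wells and 100% = positive control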
GSK3beta inhib = blocks human GSK3beta kinase activity; GST-GSK3beta kinase, ADP-Glo luminescence, 60 min; hits give low values; activity score (negative = inhibition), % at 10 µM; 0.038% of 300,000 active; AID 2097;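 active = more than half of replicate wells score below -50%, meaning over 50% inhibition versus plate controls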;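 also: 0% = median DMSO wells and -100% = median GW8510 positive control wells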
Target sequence (P49841 whole entry, looked up): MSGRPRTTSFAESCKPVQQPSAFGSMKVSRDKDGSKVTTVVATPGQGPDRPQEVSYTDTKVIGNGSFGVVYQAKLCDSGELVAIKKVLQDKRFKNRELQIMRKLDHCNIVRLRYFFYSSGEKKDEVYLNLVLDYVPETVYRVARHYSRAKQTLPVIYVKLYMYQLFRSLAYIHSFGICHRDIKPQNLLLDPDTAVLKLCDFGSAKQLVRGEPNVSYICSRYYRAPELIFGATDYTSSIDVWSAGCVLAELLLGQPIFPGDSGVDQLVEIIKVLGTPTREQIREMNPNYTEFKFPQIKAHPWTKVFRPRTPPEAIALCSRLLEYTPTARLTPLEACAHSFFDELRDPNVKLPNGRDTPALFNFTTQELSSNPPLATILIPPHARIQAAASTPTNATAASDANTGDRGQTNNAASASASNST
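test system = GST-tagged human GSK3beta kinase, cell-free | reagent = 25 µM ATP with peptide substrate | dosing = one dose of 10 µM per compound | schedule = 60 min reaction, RT | detection = luminescent ADP-Glo measurement of ADP formed | control set = DMSO neutral wells and GW8510 at 20 µM as positive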
Platelet DG rel = modulates dense granule release in human platelets | human platelet-rich plasma, SFLLRN dense granule ATP release, luminescence | inhibition, %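 (compounds screened at 7.5 µM in platelet-rich plasma)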 | 0.22% of 300,000 active;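 active = mean replicate score, as percent of positive control, at or above 50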
GSK3A inh = blocks human GSK-3 alpha kinase; P49840; ADP-Glo luminescence, 60 min; inhibition, % at 10 µM; 0.1% of 320,000 active;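 in the data active = inhibition above about 50%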;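 also: GST-tagged GSK-3 alpha with peptide substrate and 25 µM ATP; 0% = DMSO neutral wells and 100% = GW8510 positive control wells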
Target sequence (P49840 whole entry, looked up): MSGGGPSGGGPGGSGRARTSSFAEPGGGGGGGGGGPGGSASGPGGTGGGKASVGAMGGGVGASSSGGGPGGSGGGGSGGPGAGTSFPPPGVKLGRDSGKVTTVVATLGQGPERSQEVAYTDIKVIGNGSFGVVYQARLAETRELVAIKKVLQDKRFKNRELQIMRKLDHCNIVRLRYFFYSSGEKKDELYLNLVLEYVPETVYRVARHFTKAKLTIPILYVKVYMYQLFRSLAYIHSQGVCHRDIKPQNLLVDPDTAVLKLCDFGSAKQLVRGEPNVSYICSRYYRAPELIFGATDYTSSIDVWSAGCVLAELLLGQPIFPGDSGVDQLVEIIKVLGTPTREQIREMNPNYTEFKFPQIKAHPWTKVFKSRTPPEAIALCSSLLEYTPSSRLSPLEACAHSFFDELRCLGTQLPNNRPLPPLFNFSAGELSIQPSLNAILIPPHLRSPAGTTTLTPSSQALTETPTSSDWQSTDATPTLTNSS
HSF1 activator = increases HSF-1 driven luciferase reporter signal. 1.7% of 300,000 active. activation, % at 9 µM. NIH3T3-HGL HSF-1 luciferase reporter, MG132, 8 h; 100% = twice DMSO control signal. AID 504408;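 active = mean replicate activation of at least 50% with a set share of replicates each reaching 50%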;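 also: 0% = median of the neutral control wells and 100% = twice that signal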
IEC-6 tox = counter-screen for KLF5 inhibitors: cytotoxicity in IEC-6 cells | IEC-6 cytotoxicity, luminescence viability | inhibition, % at 5 µM | 0.78% of 290,000 active; in the data active = inhibition above about 22%;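 also: 0% = plate median of test compound wells and 100% = cytotoxic reference compound wells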
Starred values were filed as active, the others as inactive; · = no result given.

SMILES	KLF5 inhibitor	HSP90 refold inh	DYRK1A inh	HSF1 inhib	aSyn 5UTR inh	GSK3beta inhib	Platelet DG rel	GSK3A inh	HSF1 activator	IEC-6 tox
CCn1ncc(Br)c1C(=O)NC(C)c1ccccc1 (stereo unspecified)	1	-1	-6	1	14	-2	-6	2	5	-3
CCCCN1C(=O)CC(C(=O)O)C1c1ccc(OC)cc1 (stereo unspecified)	-31	-1	6	-6	20	-3	-5	-2	3	-4
Cc1cc(C)c(NC(=O)Cn2ncc3ccccc32)c(C)c1	-24	5	-1	-9	4	-1	-2	-3	-16	1
Cn1c(SCC(=O)NC(=O)Nc2ccccc2)nnc1-c1ccncc1	-4	4	·	2	-19	-7	13	9	-3	2
CC1CN(C(=O)COC(=O)COc2ccc(C#N)cc2)CC(C)O1 (stereo unspecified)	·	·	-2	-1	-9	-3	2	-2	1	·
C=CCn1c(SCC(=O)Nc2c(C)n(C)n(-c3ccccc3)c2=O)nc2sc(C)c(-c3ccccc3)c2c1=O	-14	-4	35	4	14	-4	-8	1	36	-7
CCCc1cc(C(=O)NNC(=S)NC2CCCCC2)cs1	-43	-1	6	15	-29	0	-1	0	7	7
COc1cccc(N2CCN(S(=O)(=O)c3ccc(-c4coc(C)n4)cc3)CC2)c1	-13	-1	-6	28	0	2	6	-4	73*	-9
CCC(=O)N/N=C(\C)CC(=O)Nc1ccc(F)cc1	3	1	-5	-2	-24	0	3	-3	12	0
O=C(N/N=C/c1cccnc1)c1cccc(NC(=O)c2ccccc2Cl)c1	-11	-5	3	2	3	-2	-52	-1	0	4
COc1cc(S(=O)(=O)N2CCOCC2)ccc1NC(=O)COC(=O)C12CC3CC(CC(C3)C1)C2	-22	-3	-11	6	8	1	-1	0	15	-1
COc1ccccc1CCN1CCCC(CN(C)C(=O)c2ccc3nc[nH]c3c2)C1 (stereo unspecified)	6	1	0	-6	-4	-3	-1	1	-16	6
O=C(Nc1ccc(S(=O)(=O)Nc2cnc3ccccc3n2)cc1)c1ccc([N+](=O)[O-])cc1Cl	-46	2	-1	-1	-6	3	7	-6	12	0
O=C(COc1ccccc1F)NNC(=O)c1ccc2c(=O)n3c(nc2c1)CCC3	·	·	9	-1	-12	1	12	·	2	·
O=C(CN1CCN(S(=O)(=O)c2ccc3ccccc3c2)CC1)Nc1ccc(N2CCOCC2)cc1	-14	-4	4	0	16	2	-1	-3	11	-5
CCN1CCN(C(=O)c2cc3c(s2)-c2c(C)cccc2OC3)CC1	-58	-6	10	0	-141	3	-1	-4	26	3
CCc1ccc(NC(=O)CSc2nnc(CNC(=O)c3ccco3)o2)cc1	-18	-9	3	-2	13	-1	-2	-2	-6	1
COc1ccc(Nc2nnc(SCC3CCCCO3)s2)cc1 (stereo unspecified)	-31	-4	1	6	-60	3	11	0	5	-10
Cn1c(N)c(C(=O)CSc2ncn[nH]2)c(=O)n(C)c1=O	-30	-1	-6	3	-10	-4	-12	2	8	-5
Cc1cc(C)cc(OC(=O)COc2ccccc2C)c1	7	0	-4	-4	3	-7	10	0	-7	3
CCOc1ccccc1NC(=O)Nc1ccon1	-15	-3	15	-25	12	3	7	3	-40	-3
CCOc1ccccc1NC(=O)NCc1ccco1	-6	-3	8	-3	6	2	6	0	0	0
Cc1ccc2c(c1)N(CC(=O)N1CCOCC1)C(=O)CO2	-1	2	-1	-10	8	-1	1	-4	-7	-4
Cc1c(C(=O)NCC(c2ccco2)N(C)C)oc2c(Cl)cccc12 (stereo unspecified)	·	·	18	2	-3	0	3	-1	25	·
Cc1csc(NC(=O)CSc2nnc3ncccn23)n1	-12	-1	-3	-4	-42	-1	5	1	-11	-4
Cc1c(C(=O)OC(C)C)[nH]c2c1C(=O)CCC2	4	1	5	3	-22	1	-10	3	13	1
Cc1ccccc1NC(=O)c1cccc2nc3ccccc3nc12	-15	-1	3	-3	35	-1	-1	4	-7	7
O=C1C2C(c3ccccc3)CC=CC2[C@H](c2cccc([N+](=O)[O-])c2)N1Cc1ccccc1 (stereo partly specified)	·	·	6	4	22	3	-2	-2	8	·
COc1ccccc1/C=C/C(=O)OC(C)CN1CCCCC1 (stereo unspecified)	-18	0	0	-6	9	1	3	5	-4	1
COc1cc(NC(=O)c2ccc3c(c2)C(=O)N(CCC(C)C)C3=O)c(C(=O)O)cc1OC	-15	-3	16	-6	7	0	2	3	8	1
O=C(NC1CCN(C(=O)Nc2cccc(Cl)c2)CC1)c1ccccc1	-7	-2	-7	-4	13	0	-5	0	17	2
Cc1cc(C)n(-c2nc3ccccc3n3nnnc23)n1	-2	-4	-2	1	-36	3	-4	1	19	-6
CC(=O)N1CCN(c2ccccc2NC(=O)COc2cc(C)cc(C)c2)CC1	-10	-1	2	-6	9	-4	-1	2	0	-6
CCOc1ccc(NC(=O)CSc2nc3ccccc3nc2N2CC(C)OC(C)C2)cc1 (stereo unspecified)	14	-1	1	-4	-7	0	6	-2	-3	-5
CC(C)c1ccc(S(=O)(=O)Nc2ccc(N3CCOCC3)cc2)cc1	-7	-4	-8	-4	-1	2	-2	0	3	-8
Cn1cc(C(=O)c2ccc(Cl)cc2)cc1-c1nc2ccccc2n1C	-11	0	5	2	11	2	8	1	7	2
COc1ccc(NC(=O)CSc2n[nH]c(C)c2[N+](=O)[O-])cc1	-1	-1	10	4	3	-2	-3	-2	31	-5
CC1(C(=O)NC2CCCCCC2)CCC(=O)N1Cc1ccc2c(c1)OCO2 (stereo unspecified)	5	3	-3	3	-5	1	-4	1	-1	4
COc1cc(NC(=O)c2cccc(C)c2)c(OC)cc1NC(=O)CN1CCOCC1	-21	-4	1	3	10	0	14	-4	-1	2
O=C(Cc1ccccc1)Nc1ccc(NC(=S)NC(=O)c2ccccc2)cc1	-26	-3	7	11	-19	-1	9	2	-12	5
CCC(=O)N1CCC2(CC1)Oc1ccc(Cl)cc1C(=O)C21CC(c2ccc(Cl)cc2)=NO1 (stereo unspecified)	·	·	-6	13	-22	-5	2	-3	19	·
CCc1n[nH]c(=S)n1/N=C/c1ccc(-c2ccc(Br)cc2)o1	·	·	4	-2	-10	3	-4	-4	3	·
C/C(=N\N1CCN(Cc2ccccc2Cl)CC1)c1ccc([N+](=O)[O-])cc1	-23	6	1	2	-17	-1	-11	-1	8	0
COc1ccc(OCc2nc(-c3ccc(F)c(F)c3)cs2)cc1	-32	3	-6	0	-46	-3	-2	-3	3	3
CC(C)N1CC2=C(OC(N)=C(C#N)C2c2cccnc2)/C(=C/c2cccnc2)C1 (stereo unspecified)	9	4	-2	-7	1	-4	2	-2	-2	3
COc1ccccc1OCC(=O)NCC1CCCN(Cc2cnn(C)c2C)C1 (stereo unspecified)	-11	-3	4	-1	9	2	0	-1	-20	2
CCOC(=O)c1ccc(N/N=C/c2cc(Br)cc([N+](=O)[O-])c2O)cc1	-18	0	5	-13	-4	0	6	2	4	5
Cc1nnc(SCC(=O)Nc2ccccc2)n1CCc1ccccc1	14	2	4	-5	1	2	0	-3	4	-1
O=C(Nc1ccc2c(c1)CCC2)c1ccccc1Br	-125	6	0	22	-129	-4	1	-1	54*	-7
COCCn1c(SCC(=O)N2CC(C)OC(C)C2)nc2c([nH]c3ccccc32)c1=O (stereo unspecified)	-16	5	-1	-7	44	5	-2	6	7	2
COC(C(=O)NNC(=O)CCc1ccccc1)c1ccccc1 (stereo unspecified)	16	1	-3	-7	17	-2	-1	0	-8	-5
CCOC(=O)Cc1csc(SCC(=O)Nc2cccc(Cl)c2)n1	-31	7	-4	19	4	1	-7	-1	58*	-1
COc1ccc(C2/C=C\CN(CC(C)(C)C)CC(=O)N2Cc2ccc(F)cc2)cc1 (stereo unspecified)	·	·	7	0	16	-4	-4	-3	·	·
O=S(=O)(NCC1CC1)c1ccc(F)c(Cl)c1	-47	-1	6	-1	-2	5	-2	-5	0	0
COc1ccccc1/C=N/NC(=O)CSc1ccc2ccccc2n1	-60	2	16	-13	-36	3	2	2	-6	4
COc1ccccc1OCCNC(=O)c1ccccc1C	-11	3	·	1	-26	3	0	-1	-15	6
CCOC(=O)C1=C(C)N=c2s/c(=C\c3ccc(C(=O)O)cc3)c(=O)n2C1c1ccc(OC)cc1OC (stereo unspecified)	2	1	-5	-13	0	2	-3	-2	-23	0
COc1ccc(/C=N/NC(=O)CCCCCNC(=O)c2ccccc2)cc1	-37	-1	-6	-4	0	-1	1	0	-4	2
CC(=O)Oc1cccc(N2C(=O)C3CC=C(Cl)CC3C2=O)c1 (stereo unspecified)	-20	3	5	2	-7	-5	1	-2	-4	3
O=C(c1ccccc1C(F)(F)F)N1CCN(S(=O)(=O)c2ccccc2)CC1	-19	-2	-16	-49	10	2	-1	-1	-58	-4

In another format: 2 of the compounds above.
> O=C(Nc1ccc2c(c1)CCC2)c1ccccc1Br
  KLF5 inhibitor = -125; HSP90 refold inh = 6; DYRK1A inh = 0; HSF1 inhib = 22; aSyn 5UTR inh = -129; GSK3beta inhib = -4; Platelet DG rel = 1; GSK3A inh = -1; HSF1 activator = 54*; IEC-6 tox = -7

> COCCn1c(SCC(=O)N2CC(C)OC(C)C2)nc2c([nH]c3ccccc32)c1=O (stereo unspecified)
  KLF5 inhibitor = -16; HSP90 refold inh = 5; DYRK1A inh = -1; HSF1 inhib = -7; aSyn 5UTR inh = 44; GSK3beta inhib = 5; Platelet DG rel = -2; GSK3A inh = 6; HSF1 activator = 7; IEC-6 tox = 2

(listing goes on)
SMILES	KLF5 inhibitor	HSP90 refold inh	DYRK1A inh	HSF1 inhib	aSyn 5UTR inh	GSK3beta inhib	Platelet DG rel	GSK3A inh	HSF1 activator	IEC-6 tox
Cc1cc(C)n2c(SCC(=O)NC3CCCCC3C)nnc2n1 (stereo unspecified)	-18	0	-2	-4	11	0	17	-1	-20	4
O=C(c1ccccc1)N1CCN(CC(O)COCC2CC=CCC2)CC1 (stereo unspecified)	-9	-3	-10	-6	-13	0	4	-2	4	0
O=C(O)c1cc(NCc2ccccc2)ccc1N1CCOCC1	-3	-2	4	-4	-7	3	-2	-1	-3	1
Cc1cc(C)c(-n2[nH]nnc2=S)c(C)c1	9	3	-13	0	8	1	0	-1	-9	7
Cc1ccc(CO/N=C/C2=C(Cl)c3ccccc3CC2)cc1	-10	1	0	2	-46	8	-4	-3	8	-5
CN(C)c1ccc(C=C(c2nnnn2-c2ccccc2)c2nnnn2-c2ccccc2)cc1	15	0	3	-3	25	2	-9	-1	2	4
CC12CCC(C(=O)N(CCCN3CCN(Cc4ccccc4)CC3)C1=O)C2(C)C (stereo unspecified)	-34	-1	·	·	·	-3	·	-1	·	0
COc1ccc2nc(Cl)cc(Cl)c2c1	-21	1	-5	3	-14	3	-2	-3	-11	-6
CCOc1ccc(N2CC(C(=O)NCc3ccc(F)cc3)CC2=O)cc1 (stereo unspecified)	-15	-4	0	-1	-2	-3	0	-3	6	1
Cc1ccc(NC(=O)c2ccc3c(c2)C(=O)N(Cc2cccnc2)C3=O)c(C)c1	-29	1	-1	-5	-12	3	14	-1	12	0
CCOC(=O)c1ccc(NS(=O)(=O)c2ccc(-c3coc(C)n3)cc2)cc1	-4	-8	2	-6	13	0	-1	0	0	0
O=C(CSCc1ccc(F)cc1)N1CCOCC1	-81	1	-24	-2	-57	2	-1	1	10	-1
COc1ccccc1CNC(=O)Cn1cnc2ccccc2c1=O	-22	1	4	-5	0	2	-5	0	-19	-1

A portion of the library; rates above refer to the full screens.
